High-throughput results: PubChem BioAssay, Sanford-Burnham Center for Chemical Genomics
GPR55 LPI antagonism: inhibition of LPI-stimulated GPR55 beta-arrestin translocation – imaging, U2OS, beta-arrestin-GFP, LPI agonist, primary screen (AID 2013); U2OS GPR55 beta-arrestin-GFP translocation imaging, LPI antagonism; higher % means a stronger effect; inhibition, % at 10 µM, or IC50 in µM where a hit was titrated; 290,000 tested, 0.13% active;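 active = spots per cell inhibited over 60%, with over 100 cells counted and total cytoplasm intensity under 500,000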;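 also: U2OS cells stably carrying GPR55 and arrestin-GFP stimulated by 5 µM LPI near EC80; imaged beta-arrestin-GFP aggregate spots per cell after agonist stimulation; plate controls were LPI-stimulated DMSO wells for no effect and DMSO wells without LPI for full effect; some results filed as inactive read as strong as hits; confirmed hits need IC50 under 10 µM and bright autofluorescent wells are also inconclusive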
KOR beta-arrestin-1: KOR antagonists, beta-arrestin recruitment, cell-based, luminescence, uHTS (AID 1778). inhibition, % at 10 µM, or IC50 in µM where a hit was titrated. KOR beta-arrestin recruitment, luminescence, antagonist mode; higher % means a stronger effect. 290,000 tested, 0.091% active; in the data active = inhibition above about 50%; also: strong numbers were not always called active
GPR35 arrestin U2OS: inhibition of zaprinast-stimulated GPR35 beta-arrestin translocation – imaging, U2OS, beta-arrestin-GFP, zaprinast agonist, primary screen (AID 2058); U2OS GPR35 beta-arrestin-GFP translocation imaging, zaprinast antagonism; higher % means a stronger effect; inhibition, % at 10 µM, or IC50 in µM where a hit was titrated; 290,000 tested, 0.052% active;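 active = inhibition of at least 50% with at least 30 cells and total cytoplasm GFP at most 10,000,000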
HIV fusion peptide: inhibitors of HIV fusion peptide binding, primary screen, biochemical, uHTS, fluorescence dequenching (AID 1986); cell-free peptide binding, fluorescence dequenching, 30 min; higher % means a stronger effect; inhibition, % at 20 µM; hits with a dose series show IC50 in µM; 290,000 tested, 0.3% active; in the data active = inhibition mostly above about 52%, no sharp cut-off; inactive = mostly below about 76%; also: some results filed as inactive read as strong as hits
AID2073: inhibitors of Mint1-CaV2.2 protein interaction, biochemical, HTRF (AID 2073) | HTRF protein-protein interaction, Mint1-CaV2.2; higher % means a stronger effect | inhibition, % at 20 µM; hits with a dose series show IC50 in µM | 290,000 tested, 0.19% active; in the data active = inhibition mostly above about 51%, no sharp cut-off; also: some results filed as inactive read as strong as hits
GPR55 activation: selective activators of receptor GPR55 – imaging, U2OS cells, beta-arrestin-GFP redistribution, primary screen (AID 1961) | U2OS GPR55 beta-arrestin-GFP redistribution imaging; higher % means a stronger effect | 290,000 tested, 0.048% active | activation, % at 10 µM, or EC50 in µM where a hit was titrated;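 active = activation above 40% with more than 50 cells counted in the well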;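 also: U2OS osteosarcoma cells stably expressing GPR55 and beta-arrestin-GFP; plate controls were DMSO negative control for no effect and LPI positive control for full effect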
KOR beta-arrestin-2: KOR agonists, beta-arrestin recruitment, primary screen, cell-based, luminescence, uHTS (AID 1777); 280,000 tested, 0.02% active; KOR beta-arrestin recruitment, luminescence; higher % means a stronger effect; activation, % at 10 µM, or EC50 in µM where a hit was titrated; in the data active = activation above about 50%, passing the limit was not always enough; also: a part of the inactive calls stands beside numbers as strong as those of hits
NOD1 NF-kB reporter: NOD1 signaling inhibitors, primary screen, cell-based, luminescence, uHTS (AID 1578); NOD1-driven NF-kB luciferase reporter cells, luminescence; higher % means a stronger effect; one-dose inhibition, % at 4 µM; EC50 in µM for titrated hits; 290,000 tested, 1% active; in the data active = inhibition mostly above about 36%, no sharp cut-off; inactive = mostly below about 34%;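 also: HEK-293T reporter cells stimulated with the NOD1 agonist gamma-tri-DAP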
SIAH1 antagonists: blockers of Siah-1 interaction with plectin peptide – biochemical, fluorescence polarization, rhodamine-plectin, uHTS, primary screen (AID 1817); one-dose displacement, % at 20 µM; IC50 in µM for titrated hits; 290,000 tested, 0.02% active; Siah-1 / rhodamine-plectin peptide fluorescence polarization; higher % means a stronger effect;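 active = displacement of at least 50% at 20 µM, with a fluorescence ratio check between 0.3 and a set limit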;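 also: plate controls were Siah plus tracer with DMSO for no effect and tracer alone without Siah for full effect; strong numbers were not always called active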
* = called active by the depositor; . = not tested or not shown; [ ] = another dose, or the depositor's remark. Only part of the results is shown; the hit share may differ from the screen's.

Every second line gives: GPR55 LPI antagonism	KOR beta-arrestin-1	GPR35 arrestin U2OS	HIV fusion peptide	AID2073	GPR55 activation	KOR beta-arrestin-2	NOD1 NF-kB reporter	SIAH1 antagonists
> CC1CCCCN1CCCNc1ccc(C(CC(N)=O)NC(=O)Cc2ccc(Cl)cc2)cc1[N+](=O)[O-] (configuration not stated)
  -8%	-30%[20 µM]	22%	2.1%	7%	0.0%	-3.8%	-1%	-2%
> COC(=O)c1c(C)oc2ccc(OC(=O)N3CCOCC3)cc12
  -1%	-18%	-5%	-0.6%	2%	-0.1%	1.3%	-17%	-1%
> CN(C)c1ccc(CNCCC2CCOC(C)(C)C2)cc1 (configuration not stated)
  4%	-14%	-2%	1.9%	-7%	0.3%	8.5%	-20%	6%
> Cc1c(NC(=O)NC(C)N2C(=O)C3C4C=CC(C4)C3C2=O)c(=O)n(-c2ccccc2)n1C (configuration not stated)
  -1%	-5%	-2%	-0.5%	3%	-0.2%	4.3%	4%	5%
> CC(O)C(NS(=O)(=O)c1ccc(Cl)cc1)C(=O)OCc1cc([N+](=O)[O-])cc2c1OCOC2 (configuration not stated)
  -3%	-11%[20 µM]	18%	-1.2%	-6%	0.5%	-3.2%	-39%	5%
> O=C(CN1CCc2ccccc21)NN1CC(=O)N(c2ccccc2)CC1=O
  3%	6%	-10%	-1.5%	2%	0.2%	1.9%	-8%	3%
> COc1ccc(S(=O)(=O)N2CCCC2C(=O)NCC(=O)Nc2cccc(Cl)c2C)cc1 (configuration not stated)
  -3%	10%	-8%	-2.8%	15%	-0.2%	-0.7%	4%	4%
> O=C1/C(=C/c2ccco2)Oc2c1ccc(O)c2CN1CCCCC1
  -2%	14%	1%	58%*	30%	-0.1%	1.5%	-19%	22%
> O=C(Nc1cc(F)ccc1F)C1CCCO1 (configuration not stated)
  -5%	8%	4%	-0.9%	2%	-0.1%	-2.4%	7%	-5%
> Cc1cc(N2CC(C)OC(C)C2)n2cc(-c3ccccc3)nc2n1 (configuration not stated)
  0%	-13%	-10%	-2.1%	15%	1.0%	-6.4%	-22%	1%
> Cc1ccc(OCC(=O)Nc2ccccc2[N+](=O)[O-])c(Br)c1
  0%	9%	4%	0.1%	5%	-0.5%	1.6%	-71%	-1%
> O=C(NCc1cccc(C(F)(F)F)c1)C1CC(c2ccccc2C(F)(F)F)=NO1 (configuration not stated)
  -3%	4%	1%	-0.8%	4%	-0.2%	-1.0%	10%	16%
> CCCS(=O)(=O)C/C(N)=N/OC(=O)c1ccccc1Cl
  20%	2%	6%	0.7%	-7%	0.3%	1.1%	-1%	0%
> COCCNC(=O)CSc1ccc(-c2nc3ccccc3[nH]2)cn1
  4%	-39%[20 µM]	-2%	-0.5%	13%	0.9%	-2.0%	-42%	-4%
> NNc1nc(C(F)(F)F)nc2ccccc12
  -12%	-3%	10%	1.0%	11%	-0.6%	-2.3%	-8%	25%
> COC(=O)CN(c1nc(C)c(Cl)c(OC)n1)S(=O)(=O)c1ccc(C)cc1
  20%	-22%	1%	10%	-1%	-0.2%	-1.8%	-17%	-3%
> O=C(c1cc(=O)c2cc(Cl)ccc2o1)N1CCN(Cc2ccccc2)CC1
  6%	18%	2%	-1.6%	1%	0.4%	0.1%	-2%	5%
> COc1ccc(Cn2c(C3CCCCC3)nc3c(c(=O)c4ccccc4n3C)c2=O)cc1
  2%	-16%	13%	0.8%	9%	-0.1%	6.2%	6%	14%
> CCOC(=O)c1sc(NC(=O)CSc2nc(-c3ccco3)cc(C(F)(F)F)n2)c(C#N)c1C
  -7%	21%	0%	3.4%	1%	-0.2%	-1.0%	-11%	0%
> CC1CCCCC1NC(=O)CSc1nnc(COc2ccc(Cl)cc2)o1 (configuration not stated)
  2%	-27%	0%	-1.0%	-17%	0.0%	-5.4%	-18%	-2%
> CCCCN(CC)S(=O)(=O)c1ccc2c(c1)CCCN2C(C)=O
  -5%	-5%	-1%	-3.2%	10%	0.2%	-1.7%	-15%	0%
> CCCCCCOc1ccc(N2C(=O)CC(N(CCc3ccc(S(N)(=O)=O)cc3)C(C)=O)C2=O)cc1 (configuration not stated)
  9%	6%[20 µM]	-1%	0.9%	18%	-0.1%	.	-42%	0%
> O=C(c1ccc2nc(Cc3cccc(Cl)c3)oc2c1)N1CCC(O)CC1
  9%	-16%	16%	0.1%	9%	-0.1%	-1.1%	-29%	0%
> O=C(C1CCCCN1S(=O)(=O)c1ccccc1)N1CCN(Cc2ccccc2)CC1 (configuration not stated)
  7%	-32%	-4%	-1.6%	-3%	0.0%	-2.2%	5%	-2%
> COc1ccc(CCNC(=O)c2c(C)nn(CC(C)C)c2Cl)cc1
  -19%	0%	-9%	-0.2%	6%	-0.1%	-1.0%	-20%	-4%
> Cc1cc(N)n(-c2ccc(Oc3ccccc3)c(S(=O)(=O)O)c2)n1
  11%	10%	-6%	20%	8%	0.4%	7.8%	-20%	3%
> Cc1cc(NC(=O)CSc2nc(-c3ccc(Br)cc3)nc3c2c(=O)n(C)c(=O)n3C)no1
  5%	-22%	-1%	1.3%	20%	-0.1%	-1.7%	5%	7%
> CCOc1ccc(N(CC(=O)Nc2cccnc2)S(C)(=O)=O)cc1
  13%	-26%[20 µM]	-2%	-0.3%	-10%	0.1%	.	-26%	-3%
> Cc1cc(C)c2nc(N3CCCC3)c(C#N)cc2c1
  -8%	-18%	-14%	2.3%	3%	-0.3%	0.1%	-16%	1%
> Cc1ccsc1C(=O)OCc1csc(-c2ccccc2)n1
  14%	9%	-4%	-2.2%	3%	0.2%	-4.1%	-66%	5%
> Cc1cc(/C=C(/C#N)c2nc3ccccc3[nH]2)c(C)n1-c1cc(C(=O)O)cc(C(=O)O)c1
  -1%	-8%	-6%	64%	39%	-0.2%	2.5%	-40%	37%
> Cc1ccccc1Oc1nc2c(C)cccn2c(=O)c1/C=C(\C#N)C(=O)Nc1c(C)n(C)n(-c2ccccc2)c1=O
  10%	-14%	-5%	-0.1%	13%	-0.3%	5.0%	-24%	-4%
> CSc1nnc(-c2ccc(S(=O)(=O)N3CCCCC3)cc2)o1
  6%	-5%	-9%	-0.5%	-5%	-0.3%	-1.9%	-14%	-2%
> Cc1ccc(C)c(NC(=O)Cn2nnc(C(=O)NCc3ccco3)c2N)c1
  -12%	-54%	9%	0.0%	7%	-0.1%	5.1%	27%	-6%
> Cc1c(C(=O)CN2CCOCC2)[nH]c2ccccc12
  0%	-11%	2%	0.9%	2%	-0.2%	-8.6%	4%	-2%
> CN(C)CCCNc1ccc(-c2n[nH]c(=O)c3ccccc23)cc1[N+](=O)[O-]
  -4%	-3%[20 µM]	16%	-3.8%	15%	-0.2%	4.1%	21%	-11%
> O=C(C1CCCN(S(=O)(=O)c2ccc(Cl)cc2)C1)N(Cc1cccs1)C1CC1 (configuration not stated)
  -4%	-12%	-16%	-1.6%	-8%	0.3%	33%	13%	0%
> O=C1CC(c2ccccc2Cl)c2c(sc3c(=O)[nH]c(CCl)nc23)N1 (configuration not stated)
  9%	-2%	-11%	-1.6%	6%	0.9%	-0.9%	6%	-2%
> COCc1nnc(NS(=O)(=O)c2ccc(Cl)cc2)s1
  -1%	-32%[20 µM]	1%	2.7%	-7%	-0.1%	3.4%	-13%	9%
> O=C(CCC(=O)c1ccc(Br)cc1)Nc1ccc(F)cc1
  5%	-1%	4%	0.0%	8%	-0.2%	-0.7%	-7%	4%
> CCOC(=O)N1N=C(c2ccccc2)CC1(O)C(F)(F)F (configuration not stated)
  -2%	13%	3%	-0.8%	0%	-0.1%	-2.9%	-5%	-2%
> COc1cccc(CNCCNC(=O)c2nonc2N)c1
  5%	-7%	14%	3.0%	1%	0.2%	5.7%	-4%	-2%
> O=C(N/N=C/c1ccc([N+](=O)[O-])o1)c1cccc(S(=O)(=O)N2CCOCC2)c1
  3%	-33%	-2%	21%	8%	-0.5%	4.9%	-6%	-10%
> Cc1cc(C)nc(/N=C(\N)Nc2ccc(C)c([N+](=O)[O-])c2)n1
  10%	-3%	9%	0.5%	2%	-0.1%	-1.3%	11%	3%
> CS(=O)(=O)N(CC(=O)NCc1ccco1)c1cccc([N+](=O)[O-])c1
  -6%	-31%[20 µM]	-2%	-1.6%	5%	0.2%	-0.4%	-26%	1%
> O=C(O)CN(C1CCCCC1)S(=O)(=O)c1ccc(F)cc1
  10%	11%	2%	1.3%	12%	0.3%	0.4%	-21%	0%
> Nc1ccc(-c2ccc(N)c([N+](=O)[O-])c2)cc1[N+](=O)[O-]
  5%	18%	10%	-2.1%	5%	0.7%	-3.6%	-28%	-3%
> COc1ccc(-c2[nH]c(-c3cccc(OC)c3)nc2SCC(=O)NCc2ccco2)cc1
  -17%	-3%	12%	0.0%	9%	-0.2%	-5.1%	11%	-2%
> CCOC(=O)CN1C(=O)COc2ccc(C(C)(C)C)cc21
  2%	-10%	26%	2.5%	6%	-0.4%	-0.5%	5%	5%
> NNC(=O)c1cc2cc(Oc3ccccc3)ccc2[nH]1
  -6%	19%[20 µM]	-6%	-1.5%	10%	-0.1%	-5.0%	-24%	2%
> Cc1cc(C(=O)Cn2cncn2)c(C)n1CCc1ccc(F)cc1
  2%	13%	-23%	-1.5%	6%	0.2%	-5.0%	-2%	6%
> CC1CCC(NC(=O)Cn2c3c(c(-c4ccccc4Cl)cc2=O)CCC3)CC1 (configuration not stated)
  -4%	-13%	7%	-2.0%	37%	-0.3%	10%	-33%	3%
> Cn1c(=O)c2c(nc(Br)n2Cc2nnc(N)s2)n(C)c1=O
  10%	24%	-10%	1.0%	2%	-1.5%	6.2%	2%	10%
> O=C(NCc1ccco1)c1ccc(-c2ccc(Cl)cc2)o1
  -2%	-13%	-20%	-0.2%	18%	-0.5%	-4.5%	-20%	10%
> Cc1cccc(NC(=O)CCSc2ccccc2)c1C
  -1%	-2%	-19%	-0.4%	-7%	0.2%	2.0%	-24%	2%
> Cc1ccccc1Cn1cc(NC(=O)COc2ccccc2)cn1
  12%	21%	5%	-0.2%	-6%	0.0%	-2.8%	-42%	-6%
> Cc1ccc(C(=O)C(=S)N2CCOCC2)cc1
  0%	0%	1%	-0.4%	15%	-0.2%	-1.2%	-21%	-1%
> CC1(C)Cc2c(sc(NC(=O)C(=O)N3CCOCC3)c2C#N)CO1
  5%	-18%	4%	2.0%	-16%	-0.2%	-3.4%	-12%	13%
